# Screening data as filed in PubChem.
# PGC1a acetyl inh – inhibitors of PGC1a acetylation signal, primary screen, cell-based, U2OS, AlphaScreen, inhibitor mode | inhibition, % at 15.6 µM | AlphaScreen anti-acetyl-lysine; with virally co-expressed GCN5 acetyltransferase | AID 651687, 2012 | 350,000 compounds, 0.17% hits;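 active = every replicate shows inhibition of at least 40%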;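 note: 0% = neutral control wells and 100% = positive control wells; some results beyond the cut were filed as inactive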
# Cneo AK release – Cryptococcus neoformans cell lysis inducers, primary screen, AK release luminescence, single concentration; C. neoformans lysis, adenylate kinase release luminescence, 4 h; normalised: neutral wells 0, clomiphene wells 100; lysis activity, % at 15 µM; 360,000 compounds, 0.2% hits; AID 651654, 2012;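 active = mean lysis activity across replicates of at least 80%, whatever share of replicates individually reach that level; inactive = mean lysis activity below 80%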
#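 read-out = cell lysis signal | test system = log-phase Cryptococcus neoformans yeast cells | input = cells at 5 × 10^6 per mL | medium = fresh YPD growth medium | signal = luminescent adenylate kinase detection reagent | timing = 4 h at 37 °C static, read 1 h later | dosing = single dose | controls = Clomiphene as positive lysis control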
# LGR2 antag – inhibitors of bursicon-induced LGR2 CRE-luciferase signal, primary screen, cell-based, HEK293, CRE-luciferase reporter, bursicon stimulation; bursicon-stimulated, 4 h; inhibition, % at 9.99 µM; 380,000 compounds, 0.35% hits;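 active = drop in luminescence signal, shown as inhibition above about 50% in the replicate tests, limit read from the data, passing the limit was not always enough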;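 note: agonist challenge used bursicon conditioned medium at about half maximal strength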
# CASP6 VEID inh – human caspase-6 inhibitors, primary screen, biochemical, VEID-R110 fluorescence, single point, set 2; P55212; 350,000 compounds, 0.53% hits; inhibition, % at 12.5 µM; purified caspase-6, Z-VEID-R110 cleavage fluorescence; AID 686996, 2013;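 active = mean inhibition across replicates at least about 35%, with every replicate also reaching that limit, limit read from the data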;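 note: 0% = median of neutral control wells and 100% = no fluorescence left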
# Target sequence (P55212 24-179 limits assumed): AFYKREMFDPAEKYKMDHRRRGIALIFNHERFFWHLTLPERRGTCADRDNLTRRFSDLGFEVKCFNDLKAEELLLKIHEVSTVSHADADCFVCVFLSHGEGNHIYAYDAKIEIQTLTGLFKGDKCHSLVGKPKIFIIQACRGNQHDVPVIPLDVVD
# Target sequence (P55212 194-293 limits assumed): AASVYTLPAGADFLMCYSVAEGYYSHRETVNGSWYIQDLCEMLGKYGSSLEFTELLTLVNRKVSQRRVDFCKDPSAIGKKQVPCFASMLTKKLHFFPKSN
# PAX8 inh HTS – inhibitors of PAX8-driven TPO luciferase reporter, primary screen, RMG-I cells, single concentration. SteadyGlo, 24 h. inhibition, % at 12.6 µM. 360,000 compounds, 1.2% hits. AID 652154, 2013;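 active = mean replicate inhibition at least 60% with every replicate also reaching 60%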;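 note: luciferase light reporting Pax8 driven TPO promoter activity; plate controls were median of neutral control wells for no effect and mitoxantrone controls for full effect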
# FN deposition inh – inhibitors of fibronectin matrix deposition, primary screen, AH1F cells, Alexa488-fibronectin fluorescence, plate reader; AH1F fibroblasts, overnight; inhibition, % at 12.6 µM; 350,000 compounds, 0.086% hits; AID 743247, 2014;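 active = mean inhibition across replicates of 30% or more, regardless of how many single replicates reach that level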;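 note: positive control wells lacked labelled fibronectin entirely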
#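 Material: AH1F fibroblasts assembling fluorescent fibronectin matrix; amount: 10000 AH1F cells/well; medium: DMEM, 2% serum; reagent: Alexa488-fibronectin, 24 nM final in well; dosing: single compound dose, delivered by pin transfer; incubation: 1 h adhesion, overnight exposure; detection: fluorescence after three HBSS washes, excitation 485 nm, emission 525 nm; measure: fibronectin deposition inhibition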
# EWS-Fli inh – EWS/Fli-driven NR0B1 reporter inhibitors, primary screen, A673 cells, NR0B1 luciferase, luminescence, MLPCN library | viability-normalised | inhibition, % at 12.6 µM | 350,000 compounds, 0.67% hits | AID 651661, 2012;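 active = mean inhibition of at least 50% after viability correction, with every replicate also passing that limit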;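 note: firefly luciferase signal divided by Alamar Blue viability fluorescence both relative to DMSO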
# miR122 inh – miR-122 Renilla sensor signal increase in Huh7, primary screen, miR-122 inhibitor project, cell-based, single point, plate reader; AID 602342, 2012; 340,000 compounds, 0.3% hits; activation (reporter increase), % at 12.5 µM; Huh7 miR-122 Renilla luciferase sensor, 48 h; neutral wells = 0, positive control = 100;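 active = mean replicate activation score at least 90 and every replicate individually at or above 90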;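 note: higher luciferase means less miR-122 activity so hits act as miR-122 inhibitors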
# An asterisk follows results filed as active; nt = no result given; [ ] = remark or other dose.
SMILES,PGC1a acetyl inh,Cneo AK release,LGR2 antag,CASP6 VEID inh,PAX8 inh HTS,FN deposition inh,EWS-Fli inh,miR122 inh
N#Cc1c(NC(=O)/C=C/C(=O)O)sc2c1CCN(Cc1ccccc1)C2,8,0,-11,4,-4,0,6,-2
O=C(Cc1ccccc1)NNS(=O)(=O)c1ccccc1[N+](=O)[O-],8,0,2,-3,21,8,-8,-7
CC(C)C#Cc1ccc2c(c1)O[C@H](CN(C)CC1CCOCC1)[C@@H](C)CN([C@@H](C)CO)S2(=O)=O,-20,-1,-17,-3,nt,-6,22,56[16.7 µM]
C=CCN1c2ccccc2[C@]23C[C@@H](C(=O)OC)N(C(=O)C4CCC4)C2=NC(C(=O)OC)=C(C(=O)OC)[C@H]13,3,0,20,1,-21,2,-1,-2
CSc1nnc2ccc(-c3ccc(C)cc3)nn12,8,1,-23,-2,-30,-3,nt,2
C=CCn1c(SCC(=O)N2CCc3ccccc3C2)nc2sc(C)c(C)c2c1=O,nt,nt,10,-1,14,1,-3,nt
COc1ccc(F)cc1-c1cc(C(=O)NCc2cccc(Cl)c2)[nH]n1,5,15,0,1,-2,-3,3,-10
Cc1cccc2c(=O)n3c(nc12)CCCCC3,-23,1,nt,nt,nt,2,nt,-3
CCC(=O)Nc1c(-c2ccc(C)cc2)c(=O)c2ccccc2n1C,3,1,-12,-4,-11,0,2,-3
O=C(NCc1ccco1)C(=O)NCC1OCCN1S(=O)(=O)c1ccccc1 (stereo unspecified),-1,-1,-15,5,23,10,1,1
COc1ccc2cc3cc(C(=O)NCc4cccs4)oc3nc2c1,-70,2,nt,nt,-29,-2,nt,-5
O=C(NCc1ccncc1)c1ccc2nc([C@@H]3O[C@H](CO)[C@H](O)[C@H](O)[C@H]3O)[nH]c2c1,nt,2,5,3,-15,2,0,-7
CO[C@@H]1CN(C)C(=O)c2ccc(NC(=O)C3CC3)cc2OC[C@@H](C)N(CC2CCOCC2)C[C@@H]1C,-2,nt,-3,nt,nt,-4,4,13[16.7 µM]
O=C(CSc1nnc2ccc(-c3cccnc3)nn12)Nc1cccc(F)c1,nt,nt,-1,-2,15,5,-3,nt
Nc1ncc(Br)cc1N=Cc1ccccc1,2,-2,nt,13,-54,-2,-37,-11
CCC(C)(C)c1ccc(OCC(=O)Nc2ccncc2)cc1,10,3,-28,2,-4,-5,-1,10
O=C(CCCC1=NS(=O)(=O)c2ccccc2N1)Nc1ccccc1,-6,6,-5,1,-13,-1,-4,-3
Cc1ccc2cc(C)c(SCC#N)nc2c1,nt,-1,nt,nt,-24,0,nt,-8
CN(C)CCCNC(=O)C[C@H]1CC[C@H]2[C@@H](COc3ccc(NC(=O)NC4CCCC4)cc3C(=O)N2C)O1,8,-2,-17,2,-5,-5,-2,42[16.7 µM]
Cc1csc(=O)n1CCC(=O)OCC(=O)Nc1ccc(N2CCOCC2)cc1,nt,1,-15,-2,-5,2,-6,1

# 5 entries from above, ordered by length of the SMILES, descending.
SMILES,PGC1a acetyl inh,Cneo AK release,LGR2 antag,CASP6 VEID inh,PAX8 inh HTS,FN deposition inh,EWS-Fli inh,miR122 inh
O=C(NCc1ccncc1)c1ccc2nc([C@@H]3O[C@H](CO)[C@H](O)[C@H](O)[C@H]3O)[nH]c2c1,nt,2,5,3,-15,2,0,-7
CO[C@@H]1CN(C)C(=O)c2ccc(NC(=O)C3CC3)cc2OC[C@@H](C)N(CC2CCOCC2)C[C@@H]1C,-2,nt,-3,nt,nt,-4,4,13[16.7 µM]
Cc1csc(=O)n1CCC(=O)OCC(=O)Nc1ccc(N2CCOCC2)cc1,nt,1,-15,-2,-5,2,-6,1
COc1ccc2cc3cc(C(=O)NCc4cccs4)oc3nc2c1,-70,2,nt,nt,-29,-2,nt,-5
CCC(C)(C)c1ccc(OCC(=O)Nc2ccncc2)cc1,10,3,-28,2,-4,-5,-1,10

# The listing continues.
SMILES,PGC1a acetyl inh,Cneo AK release,LGR2 antag,CASP6 VEID inh,PAX8 inh HTS,FN deposition inh,EWS-Fli inh,miR122 inh
NC(=O)C1CCCN(C(=S)Nc2cccc3ccccc23)C1 (stereo unspecified),-1,-1,-2,2,10,2,9,26
Cc1ccc(C(=O)N/C(=C\c2cn(S(=O)(=O)N(C)C)c3ccccc23)C(=O)NCCN2CCOCC2)cc1,-8,0,-10,0,7,-6,-2,-5
COc1cccc(NC(=O)c2ccc(S(=O)(=O)NCc3cccnc3)cc2)c1,nt,-3,0,-3,2,3,0,nt
NC(=O)[C@@H]1CCCN1C(=O)c1ccc2oc(CCc3ccccc3)nc2c1,0,-4,-24,-2,-98,2,-37,0
O=C(CN1C(=O)c2cccnc2Oc2ccc(Cl)cc21)N1CCOCC1,nt,nt,8,-2,-1,8,2,nt
C[C@@H]1CCCCO[C@@H](CN(C)C(=O)NC2CCCCC2)[C@H](C)CN([C@@H](C)CO)C(=O)c2cc(NC(=O)CCC(F)(F)F)ccc2O1,nt,0,12,0,-2,nt,7,-4[16.7 µM]
Cn1c(CSCc2ccc(F)cc2)nnc1SCC(=O)Nc1nccs1,0,0,nt,nt,1,-4,nt,3
Cc1ccc(NC(=O)COC(=O)CN2C(=O)c3ccccc3C2=O)cc1S(=O)(=O)N(C)C,3,nt,6,0,-4,3,-2,nt
O=C(CNC(=O)c1ccc(F)cc1)N/N=C/c1ccc(O)c([N+](=O)[O-])c1,nt,nt,8,-1,-16,3,6,nt
C[C@H](CO)N1C[C@H](C)[C@H](CN(C)S(=O)(=O)c2ccc(Cl)cc2)Oc2c(NS(=O)(=O)c3ccc(Cl)cc3)cccc2C1=O,-11,5,5,-2,16,nt,1,-5[16.7 µM]
CC(C)(C)OC(=O)N/N=C/c1c[nH]c2ccccc12,nt,nt,-49,2,-48,7,-27,nt
Cc1ccccc1S(=O)(=O)N1CC[C@@H]2[C@H](CO)Nc3ccc(-c4ccc(C#N)cc4)cc3[C@@H]21,-9,-1,4,-2,28,-17,27,2[16.7 µM]
CCOc1ccc(-c2cccc(NS(=O)(=O)c3cc([N+](=O)[O-])ccc3C)c2)nn1,nt,-1,-22,10,0,8,-18,130*
CCc1c(C)sc(NC(=S)N2CCN(S(C)(=O)=O)CC2)c1C(=O)OC,4,1,12,1,2,5,-1,-5
CCOc1ccc(NC(=S)NCCN2CCN(Cc3ccccc3)CC2)cc1,4,2,14,-4,-7,-11,9,-1
COc1ccc2ccn(S(=O)(=O)c3ccccc3)c2c1,-29,-4,8,2,14,-14,-5,0
COc1ccc(S(=O)(=O)N2CC(C(=O)O)Oc3ccc(CC(=O)O)cc32)cc1 (stereo unspecified),-12,-2,nt,nt,17,-9,nt,0
COc1ccc(C(=O)n2nc(-c3ccco3)nc2N)cc1,7,-2,nt,nt,8,-4,nt,2
CCOC(=O)N1CCN(C(=O)c2cc3cc(C)ccc3[nH]2)CC1,nt,1,-12,5,-10,2,-4,nt
O=C(Nc1ccncc1)c1ccc(Cl)c(Cl)c1,-5,1,-23,-2,11,10,-10,4
CC1(C)CC(=O)c2ccc(OCc3ccc([N+](=O)[O-])cc3)cc2O1,-16,-3,-108,-3,-130,-4,-82,-2
O=C(CSc1nc(=O)n2cc(Cl)ccc2n1)Nc1cccc2ccccc12,nt,-3,3,2,15,-5,12,nt
CC(C)Cc1nnc(NC(=O)CCc2c[nH]c3ccccc23)s1,-1,4,-47,0,6,0,11,-3
CC(C)C(=O)Nc1ccc(C(=O)NNC(=O)CCc2ccccc2)cc1,4,5,11,1,11,0,-10,-9
Cn1nccc1C(=O)OCC(=O)Nc1ccccc1,nt,0,20,-3,-40,0,-5,nt
CCC(=O)NCC(c1ccco1)N1CCN(c2ccc(OC)cc2)CC1 (stereo unspecified),10,nt,-12,-1,-4,-1,0,nt
Cc1ccc(C)c(NC(=O)CSc2n[nH]c(-c3ccccn3)n2)c1,2,nt,-1,2,8,-11,28,-1
CCOc1ccccc1C(=O)NCC(=O)N(C)CC(=O)Nc1ccc(N2CCOCC2)cc1,nt,0,-12,1,2,-1,-1,-5
Cc1sc(NC(=O)c2ccco2)c(C(c2cccnc2)N2CCC(C)CC2)c1C (stereo unspecified),16,-5,nt,nt,13,-3,nt,-20
COC(=O)c1sccc1NC(=O)Nc1ccc(OC)cc1OC,11,-5,9,7,16,nt,nt,1
Cc1c(C(=O)NCc2ccccn2)oc2ccc(S(=O)(=O)N3CCOCC3)cc12,10,-1,nt,nt,-2,-2,nt,-7
Cc1ccc(C(=O)N2CCN(c3ncccn3)CC2)cc1NC1=NC2CS(=O)(=O)CC2S1 (stereo unspecified),nt,-3,-8,0,-8,0,-9,nt
C=CC(=O)OCCOCCOCCOCCOC(=O)C=C,-25,1,-3,-4,nt,nt,-1,-5
C=CCOC(=O)CCCCCCCC,-7,2,13,3,nt,nt,-9,-3
CCCC#Cc1cnc2c(c1)C(=O)N([C@@H](C)CO)C[C@@H](C)[C@@H](CN(C)C(=O)Cc1cccnc1)O2,-6,-1,-10,1,nt,3,4,-1[16.7 µM]
C[C@@H]1CN([C@H](C)CO)C(=O)c2cc(N(C)C)ccc2O[C@@H]1CN(C)Cc1ccc(Cl)c(Cl)c1,-18,7,-9,0,23,3,-7,7[16.7 µM]
COc1cccc(C2(O)CCN(C(=O)c3cccs3)CC2)c1,11,1,nt,1,-12,9,nt,2
CC(=O)c1ccc(NCC2COc3ccccc3O2)c([N+](=O)[O-])c1 (stereo unspecified),-25,6,-81,-3,-195,3,-58,-3
C[C@@H]1CN([C@@H](C)CO)C(=O)Cc2cc(NS(=O)(=O)c3cn(C)cn3)ccc2O[C@@H]1CN(C)S(=O)(=O)c1ccc(Cl)cc1,-2,-4,2,nt,-8,7,-4,5[16.7 µM]
COCCn1c(SCC(=O)c2c(-c3ccccc3)n(C)c3ccccc23)nnc1-c1ccncc1,11,4,9,nt,29,0,nt,-3
COc1ccc(C(=O)Nc2nc(CC(=O)NCc3ccc(F)cc3)cs2)cc1,-3,-5,14,0,-49,4,-31,-5
CC(=O)c1c(C)[nH]c(C(=O)OCCOc2ccccc2)c1C,9,nt,68*,4,18,-8,-15,nt
O=[N+]([O-])c1ccccc1/C=C/CN1CCSCC1,-11,-1,12,-2,-8,20,-17,1
CCC(=O)N1CCCCN2[C@H](CO)[C@@H](c3ccc(C#Cc4cccnc4)cc3)[C@H]2C1,5,-4,-75,0,-6,nt,-15,-6[16.7 µM]
CC1(C)CC(=O)C=C(Nc2ccc(Cl)c(Br)c2)C1,nt,5,-4,0,20,6,-14,nt
COC(=O)c1ccc(Nc2ccc3nonc3c2[N+](=O)[O-])cc1,1,2,4,-2,26,-2,9,-2
CN(C)c1ccc(-c2ccnc3c2CC(C)(C(=O)NCc2ccc(F)c(F)c2)O3)cc1 (stereo unspecified),nt,-1,8,2,14,14,5,9
Cc1cccc(NC(=O)c2nc[nH]c2C(=O)NCc2ccccc2)c1,nt,-1,14,-2,-17,4,13,-5
CCN(CC)C(=O)CSc1nc2nc(C)cc(C)c2c(=O)[nH]1,9,1,-4,nt,nt,nt,nt,-4

# Structures listed so far marked active in miR122 inh.
SMILES	PGC1a acetyl inh	LGR2 antag	CASP6 VEID inh	miR122 inh
CCOc1ccc(-c2cccc(NS(=O)(=O)c3cc([N+](=O)[O-])ccc3C)c2)nn1	nt	-22	10	130*
